Bioassay records as filed in PubChem.
EPAC1 antag – qHTS for Antagonist of cAMP-regulated guanine nucleotide exchange factor 3 (EPAC1): primary screen | Rap guanine nucleotide exchange factor 3 (Homo sapiens), O95398 | EPAC1 GEF assay, Rap1b-BODIPY-GDP exchange fluorescence | Potency, µM (series often up to 115 µM), for inactives: top-dose activity change, negative = inhibition, usual class: inhibitors | hit rate 0.14% among 360,000 | AID 720709, 2013;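 also: potency is read from the fitted curve at half-maximal effect; plate controls were vehicle for no effect and positive control for full effect; nearly all actives have a fitted effect of over 50% in size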
Target sequence (O95398 whole entry, looked up): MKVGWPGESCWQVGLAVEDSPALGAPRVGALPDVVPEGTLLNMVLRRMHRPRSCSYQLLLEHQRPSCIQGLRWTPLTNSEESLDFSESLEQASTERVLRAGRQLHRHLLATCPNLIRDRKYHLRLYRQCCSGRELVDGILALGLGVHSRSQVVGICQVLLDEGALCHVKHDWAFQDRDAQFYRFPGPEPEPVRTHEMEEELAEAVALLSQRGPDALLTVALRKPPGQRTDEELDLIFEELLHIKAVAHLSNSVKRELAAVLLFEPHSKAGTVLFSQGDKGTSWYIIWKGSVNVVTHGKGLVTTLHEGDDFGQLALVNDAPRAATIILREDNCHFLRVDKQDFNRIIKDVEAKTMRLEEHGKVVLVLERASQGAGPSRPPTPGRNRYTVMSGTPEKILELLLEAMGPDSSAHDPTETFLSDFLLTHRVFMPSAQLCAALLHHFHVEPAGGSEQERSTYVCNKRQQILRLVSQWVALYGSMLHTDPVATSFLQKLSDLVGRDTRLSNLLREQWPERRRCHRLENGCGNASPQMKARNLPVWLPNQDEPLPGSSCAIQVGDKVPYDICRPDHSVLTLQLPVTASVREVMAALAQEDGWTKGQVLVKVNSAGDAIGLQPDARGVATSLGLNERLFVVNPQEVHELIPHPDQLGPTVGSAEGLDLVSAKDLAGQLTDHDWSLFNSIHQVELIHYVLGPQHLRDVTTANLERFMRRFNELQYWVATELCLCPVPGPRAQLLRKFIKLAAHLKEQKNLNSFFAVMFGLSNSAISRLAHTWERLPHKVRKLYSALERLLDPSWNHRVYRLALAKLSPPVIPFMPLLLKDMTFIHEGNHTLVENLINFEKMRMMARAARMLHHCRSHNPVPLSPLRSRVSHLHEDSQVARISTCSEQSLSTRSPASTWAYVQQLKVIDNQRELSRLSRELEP
Mm-Cpn inhibitor – Inhibitors of TCP-1 ring complex (TRiC) of Methanococcus maripaludis (MmCpn): qHTS; Potency, µM (doses to about 76.9 µM), inactives show at the highest dose activity, negative = inhibition, hits mostly inhibitors; purified Mm-Cpn ATPase, ADP Transcreener TR-FRET; AID 504842, 2011; hit rate 0.031% among 330,000; also: potency is read from the fitted curve at half-maximal effect; % is scaled to controls: 0 for no effect and ±100 for the full control effect; nearly all actives have a fitted effect of over 80% in size
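Measured: ADP formation by purified Mm-CPN. Conditions: 25 nM protein, 10 uM ATP, Tris pH 7.4 with Mg2+, K+ and DTT, 37°C for 30 min. Detection: Transcreener HTRF after 30 min at room temperature.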
PI5P4Ka inh – qHTS for Inhibitors of phosphatidylinositol 5-phosphate 4-kinase (PI5P4K). PI5P4Kalpha enzyme, ADP-Glo luminescence, 60 min; hits give low values. max response, %. hit rate 1.2% among 330,000. AID 652105, 2013; active = max response of -50% or lower; inconclusive = between -30% and -50%; inactive = -30% or higher; also: value at the top dose of about 77 µM; % is scaled to controls: 0 for no effect and ±100 for the full control effect
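Quantitative HTS of the MLSMR library against PI5P4Kalpha with substrate. ATP added last at 5 microM final; room temperature, 60 minutes. Remaining ATP depleted, ADP converted and read as luminescence.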
EPAC2 antag – qHTS for Antagonist of cAMP-regulated guanine nucleotide exchange factor 2 (EPAC2): primary screen; AID 720708, 2013; hit rate 0.18% among 360,000; Potency, µM (highest dose often 114 µM), inactives show at the top dose activity, negative = inhibition, usual class: inhibitors; EPAC2 GEF exchange of Rap1B-BODIPY-GDP, fluorescence; also: potency is read from the fitted curve at half-maximal effect; % is scaled to controls: 0 for no effect and ±100 for the full control effect; nearly all actives have a fitted effect of over 45% in size; many of its hits are not listed in these tables
EPAC1 ag – qHTS for Agonist of cAMP-regulated guanine nucleotide exchange factor 3 (EPAC1): primary screen | Rap guanine nucleotide exchange factor 3 (Homo sapiens), O95398 | EPAC1 agonist qHTS, biochemical assay; response scale: 100% = response to 6.5 mM cAMP | Potency, µM (series often up to 154 µM), for inactives: top-dose activation, hits mostly activators | hit rate 0.073% among 360,000 | AID 720707, 2013; also: potency is read from the fitted curve at half-maximal effect; nearly all actives have a fitted effect of over 60% in size
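Read-out is the fluorescence drop as BODIPY-GDP leaves Rap1B (480 nm excitation, 540 nm emission), recorded every 5 minutes over 30 minutes. Reactions held 100 nM EPAC1, 250 nM Rap1B–BODIPY-GDP and 50 uM GDP, with 6.5 mM cAMP setting full activation.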
CCT chaperon mod – High-Throughput Screening for Modulators of Cytosolic Chaperonin Activity; purified chaperonin ATPase assay, HTRF ADP detection, 30 min; hit rate 0.3% among 360,000; AID 651819, 2012; activity change, % (no concentration beside the values), hits read low; in the data active = activity change below about -30%; also: % is scaled to controls: 0 for no effect and ±100 for the full control effect
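Enzyme 40 or 20 nM (batch-dependent) in Tris pH 7.4/KCl/MgCl2/DTT; cpd 76 uM single point; ATP 10 uM; 30 min 37 °C; Transcreener ADP HTRF detection, 30 min RT; ratio 665/615.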
WRN helicase inh – qHTS for Inhibitors of WRN Helicase | Potency, µM (highest dose often 114 µM), for the others: top-dose activity change, negative = inhibition, most hits filed as inhibitors | WRN helicase unwinding, fluorescent forked duplex, kinetic | Bifunctional 3'-5' exonuclease/ATP-dependent helicase WRN (Homo sapiens), Q14191 | hit rate 0.46% among 360,000 | AID 651768, 2012; also: potency is read from the fitted curve at half-maximal effect; % is scaled to controls: 0 for no effect and ±100 for the full control effect; nearly all actives have a fitted effect of over 55% in size
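WRN at 20 nM final preincubated with compound 15 min at room temperature; reaction started with 100 nM fluorophore/quencher forked duplex oligonucleotide and 2 mM ATP final. Unwinding followed kinetically by red fluorescence (ex 525, em 598 nm).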
PLK1 PBD inh – qHTS for Inhibitors of PLK1-PDB (polo-like kinase 1 - polo-box domain): Primary Screen; hit rate 2.8% among 360,000; AID 720504, 2013; Potency, µM, inactives show max response, negative = inhibition, most hits filed as inhibitors; Plk1 PBD binding of FITC phosphopeptide, fluorescence polarization; also: potency is read from the fitted curve at half-maximal effect; series mostly up to about 57 µM; % is scaled to controls: 0 for no effect and ±100 for the full control effect; nearly all actives have a fitted effect of over 65% in size
* = called active by the depositor; ? = inconclusive; / = not tested or not shown; & = joins results of further samples; [ ] = remark or other dose. Unless noted, calls follow the shape of the dose curve; as a rule, active = well fitted curve in the direction sought with a large enough effect; inconclusive = small, poorly fitted or top-dose-only effect, or another doubt; inactive = no such curve, though single readings can be large; an effect the other way counts as inactive or inconclusive. Not all compounds are listed (hit frequency here may not be typical).

SMILES	EPAC1 antag	Mm-Cpn inhibitor	PI5P4Ka inh	EPAC2 antag	EPAC1 ag	CCT chaperon mod	WRN helicase inh	PLK1 PBD inh
Cn1c(O)c(N=NC(=O)CNC(=O)/C=C/c2ccccc2)c2ccccc21	-10%	2%	-10	1%	-2%	-2.3	-7%	-14%
CC(C)C[C@H](NC(=O)NCCc1ccc(Cl)cc1)C(=O)O	-4%	1%	5	-5%	0%	0.2	5%	-8%
CCN(CC)CCNC(=O)c1ccc2c(=O)n(CCc3ccccc3)c(=O)[nH]c2c1	-4%	0%	/	-4%	7%	-2.5	0%	2%
O=S(=O)(Nc1ccc(Nc2ccccc2)cc1)c1ccc(F)cc1	-2%	/	0	-10%	15%	-1.8	-1%	-8%
CCCNC1CCS(=O)(=O)C1 (stereo not given)	-4%	0%	0	0%	6%	1.4	1%	-12%
NC(=O)C1(NC2CCCCC2)CCN(Cc2ccccc2)CC1	11%	/	-5	8%	1%	-2.3	6%	-5%
C=CCc1c(C)nc(SCc2nc3ccccc3c(=O)[nH]2)[nH]c1=O	4%	1%	-14	26%	-4%	-3.1	-14%	-3%
CCNC(=O)COC(=O)c1ccc(NS(=O)(=O)c2ccc3c(c2)OCCO3)cc1	7%	2%	2	9%	1%	1.1	0%	0%
CC(=O)N1c2ccc(S(=O)(=O)N3CCC(C(=O)Nc4ccc(C)cn4)CC3)cc2CC1C (stereo not given)	1%	?	-2	1%	7%	-1.6	-1%[57.1 µM]	-4%
Cc1cc(S(=O)(=O)NCC2CC2)c(Cl)cc1Cl	3%	-2%	-6	-5%	11%	-2.6	6%	-12%
O=C(Cn1cccc1)Nc1ccc(OC(F)(F)F)cc1	-3%	4%	/	-2%	7%	-3.3	7%	-8%
COc1ccc2nc(SCC(=O)Nc3ccccc3)[nH]c2c1	-12%	-1%	-6	2%	6%	-0.8	0%	?
COCCCNC(=O)CSc1nc2c(sc(=S)n2-c2cc(Cl)ccc2OC)c(=O)[nH]1	0%	-2%	9	2%	13%	0.5	-2%	-30%
CN(Cc1nnc(SCC(=O)NCCc2ccccc2)n1C)S(=O)(=O)c1ccccc1	0%	-2%	7	-24%	17%	-1.8	5%	-6%
COc1ccc(-c2nc(SC(CC(=O)NCCN3CCOCC3)c3cccs3)n[nH]2)cc1 (stereo not given)	9%	0%	1	11%	-4%	-0.5	-3%	4%
O=c1c(O)c(-c2cc(O)c(O)c(O)c2)oc2cc(O)cc(O)c12	16µM*	-17%	-90*	8.9µM*	-26%	0.0	1.1µM*	9.5µM*
COc1ccccc1OCCC(=O)N1CCN(c2ccccc2OC)CC1	-15%	2%	5	-5%	5%	0.6	-5%	4%
O=C(COC(=O)c1ccc(O)cc1O)N=c1sccn1Cc1ccccc1Cl	-11%	-9%	-17	-3%	4%	-1.4	-22%	5%
CC(C)N(Cc1ccccc1)C(=O)Cn1c(=O)cnc2ccccc21	1%	-1%	4	-28%	2%	-2.4	1%	-6%
O=C(OC1CCCCC1=O)c1ccc(F)c(S(=O)(=O)N2CCOCC2)c1 (stereo not given)	-13%	1%	-5	14%	-6%	-0.9	3%	2%
CCOC(=O)c1sc(C)c2c1NC(C)(c1ccccc1)NC2=O (stereo not given)	?	-20%	3	-7%	-5%	-0.9	-3%	?
CN(C(=O)COC(=O)c1ccc(Br)c([N+](=O)[O-])c1)c1c(N)n(Cc2ccccc2)c(=O)[nH]c1=O	10%	0%	1	12%	-4%	0.1	6%	-10%
CSCCC(C(=O)NC(C)(C)C)n1c(-c2cccc(NC(C)=O)c2)nc2ccccc21 (stereo not given)	-5%	/	10	-6%	1%	/	-8%	-4%
Cc1nc(NC(=O)C2CC2)sc1C(=O)Nc1ccc(Br)cc1	6%	-2%	-3	9%	5%	-1.3	-3%	-7%
CCOc1ccccc1N1CCN(C(=O)c2ccccc2)CC1	6%	1%	2	8%	-11%	1.2	0%	-6%
Cc1cc(C)n2nc(C(=O)N/N=C/c3ccccc3Cl)nc2n1	?	-1%	-7	1%	2%	1.0	3%	9%
CCS(=O)(=O)c1ccc2oc(SCC(=O)N3CCCCC3)nc2c1	2%	1%	1	4%	-1%	-1.8	1%	1%
CCOc1ccc(NC(=O)CN(C)C(=O)C(C)N2C(=O)c3ccccc3C2=O)cc1OCC (stereo not given)	-19%	3%	4	-2%	-10%	-0.9	-2%	-2%
CN1C(=O)[C@@H]2[C@H](C1=O)[C@@H]1C(=O)Nc3ccccc3C(=O)N1[C@@H]2c1cccc(Br)c1	-8%	-2%	-4	27%	-15%	-2.2	3%	-1%
Cc1cc(C)nc(OC(C(=O)O)C(OCCc2ccccc2)(c2ccc(F)cc2)c2ccc(F)cc2)n1 (stereo not given)	-20%	2%	3	-13%	-9%	-0.1	3%	?
Cn1c(C(=O)OC(C(=O)NC2CCCC2)c2cccnc2)cc2sccc21 (stereo not given)	7%	1%	/	6%	0%	-2.6	0%	-13%
COc1ccc(OC(=O)COc2cccc(C)c2)cc1	2%	-1%	-13	12%	-6%	2.0	10%	-5%
Cc1cc(S(=O)(=O)NCc2ccccc2)ccc1OCC(=O)NCc1cccnc1	21%	-3%	-3	-3%	9%	-1.2	13%	-1%
Cc1nnc2n1N=C(c1ccc(OC(F)F)cc1)C(C)S2 (stereo not given)	8%	-2%	2	27%	-4%	-2.6	10%	-2%
O=C(NC(=O)c1ccc(Cl)cc1)Nc1cc(N2CCCCC2)ncn1	21%	/	-8	4%	6%	-0.4	8%	27µM*
O=C1c2ccccc2C(c2nnnn2-c2ccc3c(c2)OCCO3)N1Cc1ccccc1 (stereo not given)	5%	/	-2	-7%	2%	1.3	-2%	0%
CC(=O)c1c(CSc2ccccc2)oc2ccc(O)c(CN(C)C)c12	0%	2%	-1	3%	7%	1.2	2%	-6%
O=C(NCCc1ccccc1)C(c1cccs1)N(C(=O)CCl)c1ccc(Cl)cc1 (stereo not given)	?	-1%	3	-14%	3%	0.2	-24%	-1%
COc1cc(NC(=O)C2CCN(c3cnccn3)CC2)cc(OC)c1	-20%	2%	-3	-1%	3%	-3.3	-35%	-8%
CCN(CC(=O)NCc1ccccc1Cl)CC(=O)Nc1c(F)cccc1F	-11%	1%	-3	2%	-6%	0.3	4%	-1%
O=C(CCc1nnc(CCCc2ccccc2)o1)NC(C1CC1)C1CC1	-4%	1%	2	6%	1%	0.4	-3%	-17%
O=C(CNC(=O)c1ccccc1)OCC(=O)N1c2ccccc2Sc2ccccc21	-13%	2%	-4	3%	10%	-2.3	0%	-10%
COc1ccc(CN(C)C(=O)c2cccc(Oc3ccccc3)c2)c(OC)c1OC	6%	0%	-3	?	13%	-1.0	-2%	-4%
O=C(CSc1ncnc2ccccc12)NCc1ccco1	-28%	-2%	-9	7%	5%	1.4	-28%	-24%
CCCSc1nnc(Sc2nnnn2-c2ccccc2)s1	-19%	-4%	/	-2%	14%	-1.0	-3%	-12%
CC(C)(C)NC(=O)CCSc1nnc(-c2ccco2)o1	11%	-1%	5	-1%	6%	-1.5	-3%	8%
O=C(Nc1nnc(SCc2ccc(F)cc2)s1)c1ccc2ncsc2c1	?	-20%	?	2%	1%	-0.9	-4%[11.6 µM]	-8%
O=C(Nc1ccc([N+](=O)[O-])cc1)Nc1cnccn1	-7%	0%	2	2%	7%	0.4	-3%	-7%
Cc1ccc(C)c(S(=O)(=O)NNC(=O)Nc2ccccc2Cl)c1	16%	-1%	3	4%	-20%	0.1	-1%	1%
COc1cc(/C=N/n2nnnc2N)ccc1OC(C)=O	-2%	-9%	1	7%	-4%	-4.0	-18%	-4%
COc1ccc(NC(=S)N/N=C2/CCCc3c(C)cc(C)cc32)cc1	-10%	3%	6	3%	10%	-1.4	2%	-8%
COC(=O)CCCC1=CC2=C(c3ccccc3)C(=O)C(C)(OC(=O)C3CCCC3)C(=O)C2=CN1CCN1CCOCC1 (stereo not given)	-10%	-2%	2	20%	-6%	-3.6	-2%	-15%
CN(CC(=O)Nc1ccc(N2CCOCC2)cc1)CC(=O)Nc1cccc(C#N)c1	-30%	1%	3	-5%	6%	1.9	1%	-15%
O=C(c1ccc(O)cc1)c1ccc(C(=O)c2ccc(O)cc2)cc1	-15%	-3%&-6%	-29	31%[activator]	-10%	0.1	-24%	3%
COCC1CCN(C(=O)C2CCC(=O)N(C3CCCCCC3)C2)CC1 (stereo not given)	-9%	-1%	-4	-2%	6%	-3.0	-5%	6%
CCSc1n[nH]c(=O)[nH]c1=O	9%	0%	0	20%	-5%	1.2	-3%	-5%
C/C=C1\COC(C(=O)NCc2ccccc2)(C(F)(F)F)C=C1C=C(C)C (stereo not given)	-15%	/	5	-25%	-18%	-1.6	-1%	2%
COC(=O)c1nn(-c2nc(-c3cccc(OC)c3)cc(C(F)(F)F)n2)cc1[N+](=O)[O-]	-1%	1%	-2	6%	8%	-0.2	-1%	-14%
CCCc1ccc(C(C)NC(=S)NC2CCCCC2)cc1 (stereo not given)	6%	1%	-5	2%	-13%	-2.6	-4%	4%
O=C(CSc1nc2ccccc2[nH]1)NCCCn1ccnc1	-6%	1%	/	-6%	7%	-0.2	-6%	2%

As entered above.
CC(C)(C)NC(=O)CCSc1nnc(-c2ccco2)o1 in CCT chaperon mod shows -1.5
COc1cc(/C=N/n2nnnc2N)ccc1OC(C)=O in Mm-Cpn inhibitor shows -9%
O=C(Nc1nnc(SCc2ccc(F)cc2)s1)c1ccc2ncsc2c1 in CCT chaperon mod shows -0.9
